Screening data: PubChem, National Center for Advancing Translational Sciences (NCATS)
rTrxR1 inhibitor = qHTS Assay for Inhibitors of Mammalian Selenoprotein Thioredoxin Reductase 1 (TrxR1): qHTS; Thioredoxin reductase 1, cytoplasmic (Rattus norvegicus), O89049; recombinant rTrxR1, NADPH fluorescence consumption, selenite substrate; Potency, µM (top dose mostly 114 µM), for inactives: at the top dose activity change, negative = inhibition, usual class: inhibitors; actives 1% (n = 390,000); AID 588453, 2011; also: potency is read from the fitted curve at half-maximal effect; % is scaled to controls: 0 for no effect and ±100 for the full control effect; nearly all actives have a fitted effect of over 65% in size
Target sequence (O89049 whole entry, looked up): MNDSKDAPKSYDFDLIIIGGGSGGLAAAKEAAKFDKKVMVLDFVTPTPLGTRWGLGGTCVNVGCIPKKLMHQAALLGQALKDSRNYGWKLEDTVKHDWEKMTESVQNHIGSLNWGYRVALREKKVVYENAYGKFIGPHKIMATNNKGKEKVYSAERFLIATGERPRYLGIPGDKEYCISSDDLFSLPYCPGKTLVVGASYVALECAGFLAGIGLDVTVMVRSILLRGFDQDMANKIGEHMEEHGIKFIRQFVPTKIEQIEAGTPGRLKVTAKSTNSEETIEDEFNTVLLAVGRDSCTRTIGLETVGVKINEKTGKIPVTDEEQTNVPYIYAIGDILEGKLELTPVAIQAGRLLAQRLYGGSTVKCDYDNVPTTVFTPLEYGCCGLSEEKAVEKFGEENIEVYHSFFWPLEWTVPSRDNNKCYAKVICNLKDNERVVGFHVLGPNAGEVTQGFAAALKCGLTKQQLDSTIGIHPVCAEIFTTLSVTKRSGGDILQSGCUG
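Rat TrxR1 (90 nM in the dispensed reagent) was pre-reduced with 400 uM NADPH for 5 min at room temperature, then incubated with compound for 15 min. After 400 uM selenite was added, NADPH fluorescence (Ex 340/Em 450 nm) was followed for 8 min.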
D2 antag = HTS Assay for Allosteric Antagonists of the Human D2 Dopamine Receptor: Primary Screen for Antagonists; D(2) dopamine receptor (Homo sapiens), P14416; HEK293 TREx D2 cells, calcium flux, dopamine EC80; actives 2% (n = 340,000); inhibition, % at 10 µM; in the data active = inhibition above about 30%; also: 0% is about no effect
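Antagonism is scored as inhibition of an EC80 dopamine-evoked calcium signal in a force-coupled, tetracycline-inducible HEK293 T-REx D2 line, with compound present 180 s before agonist.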
IDH1 R132H inh = qHTS for Inhibitors of mutant isocitrate dehydrogenase 1 (IDH1): qHTS. Isocitrate dehydrogenase [NADP] cytoplasmic (Homo sapiens), O75874. IDH1-R132H enzyme, NADPH consumption, diaphorase/resazurin fluorescence. Potency, µM (top dose mostly 76.6 µM), inactives show at the highest dose activity change, negative = inhibition, usual class: inhibitors. actives 0.093% (n = 390,000). AID 602179, 2012; also: potency is read from the fitted curve at half-maximal effect; % is scaled to controls: 0 for no effect and ±100 for the full control effect; nearly all actives have a fitted effect of over 65% in size
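IDH1-R132H (0.5 ug/mL dispensed) in pH 7.5 Tris buffer was preincubated 30 min with compound, then given a substrate mix of 0.016 mM NADPH and 2 mM alpha-KG for 80 min at room temperature; remaining NADPH was read by diaphorase/resazurin fluorescence.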
USP1 inh = Inhibitors of USP1/UAF1: Primary Screen. AID 743255, 2014. actives 0.23% (n = 390,000). Potency, µM (top dose mostly 57.1 µM), for the others: at the top dose activity change, negative = inhibition, usual class: inhibitors. recombinant USP1/UAF1, Ub-Rhodamine cleavage fluorescence; also: potency is read from the fitted curve at half-maximal effect; % is scaled to controls: 0 for no effect and ±100 for the full control effect; nearly all actives have a fitted effect of over 60% in size; inactives centre near -12
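USP1/UAF1 complex (1 nM) preincubated 15 min at room temperature with compound, then Ub-Rho substrate (150 nM final) added. Kinetic fluorescence at 480/540 nm over 6 reads at 60 s intervals; 50 mM HEPES pH 7.8, 0.5 mM EDTA, 0.1 mg/ml BSA, 1 mM TCEP, 0.01% Tween-20.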
D2 agonist = HTS Assay for Allosteric Agonists of the Human D2 Dopamine Receptor: Primary Screen for Agonists; D(2) dopamine receptor (Homo sapiens), P14416; HEK293 T-REx D2 cells, calcium flux agonist mode; activation, % at 2 µM; actives 0.53% (n = 340,000); AID 485358, 2010;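 active = activation over 3 SD above normal in the single-dose calcium agonist read, cut at about 30% in these data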; also: 0% is about no effect
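Calcium-flux readout, 1 cycle/sec over 180 s following compound pin transfer, in inducible HEK293 Trex D2 cells (force-coupled); dopamine controls included. Positive calcium responses during this window marked compounds as potential agonists.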
TRHR PAM = qHTS for Small Molecule Agonists and Allosteric Enhancers of Human TRH Receptor: Primary Screen for Enhancers; enhancement, % at 2 µM; TRHR cells, fluo-8 calcium fluorescence, EC20 TRH enhancement; actives 0.66% (n = 360,000); in the data active = enhancement above about 30%; also: 0% is about no effect
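TRHR-expressing cells loaded with fluo-8 calcium dye were read kinetically (ex 480/em 530) during compound addition, then stimulated with an EC20 of TRH (10 nM final). Enhancement of the Gq-mediated intracellular calcium response was scored.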
PI4K2A block = qHTS for small molecular inhibitors of PI4K2A; actives 0.13% (n = 420,000); Phosphatidylinositol 4-kinase type 2-alpha (Homo sapiens), Q9BTU6; purified PI4K2A, ADP-Glo luminescence, 1 h; active compounds read low; activity change, negative = inhibition, % at 76.9 µM; in the data active = activity change below about -50%;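 also: -100% = wells without enzyme as full effect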
Target sequence (Q9BTU6 whole entry, looked up): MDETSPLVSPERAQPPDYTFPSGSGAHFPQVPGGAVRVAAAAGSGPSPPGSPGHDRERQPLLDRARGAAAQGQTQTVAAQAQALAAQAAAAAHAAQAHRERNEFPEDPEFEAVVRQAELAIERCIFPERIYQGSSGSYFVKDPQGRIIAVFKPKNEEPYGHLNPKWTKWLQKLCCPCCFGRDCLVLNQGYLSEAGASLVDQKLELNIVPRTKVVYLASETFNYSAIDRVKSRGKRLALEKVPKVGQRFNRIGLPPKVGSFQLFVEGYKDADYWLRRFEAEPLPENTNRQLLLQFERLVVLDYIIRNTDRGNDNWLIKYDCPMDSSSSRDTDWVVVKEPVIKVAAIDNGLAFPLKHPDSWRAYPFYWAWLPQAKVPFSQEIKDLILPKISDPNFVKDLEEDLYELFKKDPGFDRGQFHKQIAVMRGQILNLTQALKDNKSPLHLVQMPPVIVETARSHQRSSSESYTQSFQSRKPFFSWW
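In this quantitative HTS, ADP production by PI4K2A was quantified luminescently after 1 h at ambient temperature; 100 microM adenosine served as plate-quality control.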
TRHR ag = qHTS for Small Molecule Agonists and Allosteric Enhancers of Human TRH Receptor: Primary Screen for Agonists | Thyrotropin-releasing hormone receptor (Homo sapiens), P34981 | TRHR cells, calcium flux fluo-8, FDSS agonist mode | activation, % at 2 µM | actives 0.18% (n = 360,000) | AID 493084, 2011; in the data active = activation above about 30%; also: 0% is about no effect
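Agonist-mode FDSS calcium read (Ex 480/Em 530, 1 s cycles) in 1536-well TRHR cells with fluo-8 dye, after 10-cycle baseline and 23 nL compound addition; TRH at EC20 (10 nM final) added afterwards for the enhancer phase.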
TrxR1 substrate = qHTS Assay for Substrates of Mammalian Selenoprotein Thioredoxin Reductase 1 (TrxR1): qHTS; AID 588456, 2011; actives 0.01% (n = 390,000); Thioredoxin reductase 1, cytoplasmic (Rattus norvegicus), O89049; purified TrxR1 substrate turnover, NADPH consumption readout; Potency, µM (highest dose often 114 µM), for the others: at the top dose activity change, negative = substrate turnover; also: potency is read from the fitted curve at half-maximal effect; % is scaled to controls: 0 for no effect and ±100 for the full control effect; nearly all actives have a fitted effect of over 50% in size
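Rat TrxR1, dispensed at 90 nM, was prereduced with 400 uM NADPH (final) for 5 min at ~22 deg C, then incubated with compound 15 min before 400 uM selenite. A first-read NADPH fluorescence drop versus no-compound background flagged substrates.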
The depositor's hits bear a star; nt = no result given; & = joins results of further samples; [ ] = remark or other dose. Unless noted, calls follow the shape of the dose curve; as a rule, active = well fitted inhibition curve with a large enough effect; inconclusive = small, poorly fitted or top-dose-only effect; inactive = no such curve, though single readings can be large or run the other way.

SMILES	rTrxR1 inhibitor	D2 antag	IDH1 R132H inh	USP1 inh	D2 agonist	TRHR PAM	PI4K2A block	TRHR ag	TrxR1 substrate
Clc1ccc(OCCOCCN2CCc3ccccc3C2)c(Cl)c1	-1%[57.1 µM]	64*	5%	-21%	0.3	1	5	0.7	4%[57.1 µM]
COc1cc(/C=C/C(=O)O)ccc1OS(=O)(=O)c1ccc(C)cc1	3%	9	-6%	-2%	3.0	2	1	1.0	6%
CCc1ccc(NC(=O)Cn2ccn(-c3cccc(Cl)c3)c(=O)c2=O)cc1	13%[57.1 µM]	-1	-7%&-3%	-6%&-13%	-0.3&1.1	0&0	1&-6	-0.2&0.5	3%[57.1 µM]
Cc1ccc(S(=O)(=O)c2cnc(SCC(=O)Nc3ccccc3C(F)(F)F)[nH]c2=O)cc1C	19%	nt	-5%	-22%	-0.3	2	-1	0.1	0%
Cc1cc(OC(=O)C(c2ccccc2)c2ccccc2)c([N+](=O)[O-])c(=O)[nH]1	6%	-7	-6%	-14%	0.2	-4	3	-0.3	-2%
CCCn1c(=O)c2sccc2n2c(CCCC(=O)N3CCN(c4cccc(Cl)c4)CC3)nnc12	11%	nt	11%	-22%	0.8	1	-4	-0.2	9%
CCCN1C(=O)c2ccccc2NC1c1ccc(OC)c(CSc2ccccn2)c1 (stereo unspecified)	39%[activator][57.1 µM]	-6	-7%	-5%	0.7	1	-1	0.1	111%[activator][57.1 µM]
COc1ccc(N=Nc2ccc(O)c(P(=O)(c3ccccc3)c3ccccc3)c2)cc1	-5%	nt	-3%	-12%	nt	-2	0	-1.2	-2%
O=C(c1ccoc1)N1CCC2(CC1)Oc1ccc(Cl)cc1C(=O)C21CC(c2cccnc2)=NO1 (stereo unspecified)	0%	-25	3%	-23%	-0.2	-2	1	1.5	4%
N=C1c2ccccc2CN1NC(=O)c1cccc(S(=O)(=O)N2CCOCC2)c1	17%	-3	7%	-21%	1.4	1	1	0.5	0%
CCOC(=O)C1(CC2CCCCO2)CCN(S(=O)(=O)c2c(C)nn(C)c2C)CC1 (stereo unspecified)	14%[57.1 µM]	10	-3%	-11%	-0.1	1	2	0.5	8%
O=C(Cc1ccccc1)NC1CCN(S(=O)(=O)c2ccc(C(=O)O)cc2)CC1	21%[57.1 µM]	-11	15%	-16%	0.3	1	6	0.0	10%[57.1 µM]
COc1cc(/C=C/c2ccc3cccc([N+](=O)[O-])c3n2)ccc1OCC(=O)O	-13%	-9	10%	-23%	-0.7	3	9	-0.2	-11%
COc1ccc(-n2c(-c3cccc(F)c3)nc3c(cnn3-c3ccc(C)cc3)c2=O)cc1	26%	nt	-6%	-27%	1.0	1	2	1.2	15%
COc1ccc(NS(=O)(=O)c2c(C)cc(C)cc2C)cn1	25%	16	0%	-27%	0.1	-14	0	0.3	4%
NC(=O)c1oc2ccc(Cl)cc2c1N	-49%	8	7%	-5%	-0.5	-14	-8	0.0	226%[activator]
Nc1nc(SCC(=O)Nc2cc(Cl)c(Cl)cc2Cl)n[nH]1	7%	nt	3%	-2%	nt	nt	-2	nt	9%[57.1 µM]
CCOc1ccccc1CNC(=O)C1CCN(C(=O)N2CC(CC)Oc3ccc(C)cc32)CC1 (stereo unspecified)	27%	nt	8%	-6%	nt	4	3	0.2	5%[11.4 µM]
CN1c2ccccc2Sc2cc(N)ccc21	0%	13	13%	-25%	0.0	4	6	0.9	-3%
Nc1cc(=O)[nH]c(SCC(=O)Nc2ccccc2-c2ccccc2)n1	28%[57.1 µM]	7	2%	-15%	2.3	-7	0	0.9	-2%[57.1 µM]
Cc1ccc(N2CCN(S(=O)(=O)N3CCCCC3)CC2)c(C)c1	2%[57.1 µM]	-4	6%	-7%	1.0	1	1	3.1	-5%[57.1 µM]
COc1ccc(C)cc1NC(=O)CCC(=O)Nc1nnc(C(F)(F)F)s1	20%	9	3%	-1%	0.0	-5	-2	0.5	8%
COc1ccc(CNC(=O)CNC(=O)c2ccc(C(C)(C)C)cc2)cc1OC	2%	-8	0%	-3%	-1.5	26	0	-0.3	-7%
Nc1nc(SCc2cccc(Br)c2)n[nH]1	25%	9	3%	-12%	-0.2	-4	4	0.5	-3%
CC(OC(=O)CCNS(=O)(=O)c1ccccc1)C(=O)Nc1ccc(S(=O)(=O)N2CCCCC2)cc1 (stereo unspecified)	-10%	nt	6%	-7%	nt	nt	-3	nt	-14%
CN(C(=O)COc1nnc(-c2cccs2)c(-c2cccs2)n1)c1ccccc1	4%[57.1 µM]	3	0%	-3%	0.2	-6	-3	-0.4	-11%
Cc1cccc(N2CCN(CCNC(=O)C3COc4ccccc4C3)CC2)c1C (stereo unspecified)	15%[57.1 µM]	nt	-11%	0%	nt	-3	1	-0.3	7%[57.1 µM]
COc1ccc(CCNC(=O)c2nnc(CS(=O)(=O)c3ccccc3)o2)cc1OC	4%[57.1 µM]	23	-2%	-2%	0.2	-1	-3	0.6	8%[57.1 µM]
Nc1ccc(S(=O)(=O)Nc2ccc(Cl)nn2)cc1	-19%	22	-6%	-7%	0.7	-5	1&-3	-0.1	-12%
CC(CNC(=O)COC(=O)c1cccnc1Cl)c1ccccc1 (stereo unspecified)	23%[57.1 µM]	-5	3%	-10%	0.2	-6	-9	-0.6	2%
N#CCSCC(=O)Nc1ccc(F)cc1	5%	15	0%	2%	-0.2	-4	8	0.3	6%
COc1ccc(CC(=O)NCc2nnc(SCC(=O)Nc3ncc(C)s3)n2C)cc1	18%	-11	-3%	-20%	20	-5	0	0.0	-3%
CCOC(=O)C(NC(=O)c1ccccc1)(Nc1cc(C)on1)C(F)(F)F (stereo unspecified)	13%[57.1 µM]	31*	4%	-7%	-0.2	9	-1	-0.4	8%[57.1 µM]
COc1cccc(C(C(=O)NC2CCCC2)N(Cc2ccco2)C(=O)c2ccco2)c1OC (stereo unspecified)	-1%	-15	5%	-21%	-0.9	3	-9	-0.7	-2%
CCc1nn(CC(=O)NCc2ccccc2Cl)c(=O)c2cccn12	-1%&5%	-22	2%&13%	-16%&-19%	-1.8&0.5	-1&-1	2&0	-0.5&1.7	2%&6%
COc1ccc(C(C)=O)cc1CSc1nncn1C	-4%	18	5%	-6%	0.5	-7	8	-0.1	2%
Cc1nnc(SCc2ccccc2)c2cc3sccc3n12	6%	nt	nt	-26%	-0.3	2	2	0.0	-9%
Cc1cc(C)n(C(=O)CCNC(=O)c2ccccc2Cl)n1	2%[11.4 µM]	nt	3%	-5%	nt	1	0	0.4	-6%[11.4 µM]
Nc1cc(N)nc(SCCOc2ccccc2)n1	21%	1	6%	-10%	0.3	12	0	0.6	5%
Cc1ccc(/C=C2\SC(=S)N(CCC(=O)Nc3ccc(O)cc3)C2=O)cc1	11%	-1	-8%	-24%	3.4	4	0	1.8	-1%
O=C(CNC(=O)c1ccc(Br)cc1)Nc1ccc2c(c1)CCC2	-7%	nt	-1%	0%	nt	nt	-2	nt	-3%
COC(=O)c1nnn(-c2ccc(Cl)c(Cl)c2)c1C(=O)OC	26%[57.1 µM]	20	16%	-17%	-0.1	-2	-3	0.3	-5%[57.1 µM]
Cc1ccc(S(=O)(=O)/N=C(\c2ccccc2)N(C)S(=O)(=O)c2ccccc2)cc1	11%	5	8%	-8%	0.0	13	-4	-0.3	-6%
O=C(CCS(=O)(=O)Cc1ccccc1)NCC1CCCO1 (stereo unspecified)	-1%[57.1 µM]	-1	13%	-11%	-0.4	3	-4	2.8	7%[57.1 µM]
COc1cccc(-c2nc3ccccc3c(=O)o2)c1	0%	nt	-1%	-15%	nt	12	-5	-0.5	0%
CCOc1cc(-n2cnnn2)c(OCC)cc1NC(=O)c1cnccn1	13%	8	6%	-3%	1.3	-3	-4	0.0	5%
CCOC(=O)c1ccc(NC2c3ccccc3C(=O)N2c2ccc(C)cn2)cc1 (stereo unspecified)	11%[57.1 µM]	9	-6%	-4%	-0.5	-8	-1	0.2	7%[57.1 µM]
Cn1c(=O)c2sccc2n2c(CCCC(=O)Nc3ccc(Oc4ccc(Cl)cc4)cc3)nnc12	15%	nt	3%	-9%	0.4	0	-1	0.5	6%
Cc1ccc(-c2csc3ncnc(N4CCN(S(=O)(=O)c5cccs5)CC4)c23)cc1	-4%	-14	14%	-12%	-0.1	-3	0	-0.1	-11%

Three entries from above, reformatted.
smiles,rTrxR1 inhibitor,D2 antag,IDH1 R132H inh,USP1 inh,D2 agonist,TRHR PAM,PI4K2A block,TRHR ag,TrxR1 substrate
CCOC(=O)c1ccc(NC2c3ccccc3C(=O)N2c2ccc(C)cn2)cc1 (stereo unspecified),11%[57.1 µM],9,-6%,-4%,-0.5,-8,-1,0.2,7%[57.1 µM]
COc1cccc(-c2nc3ccccc3c(=O)o2)c1,0%,nt,-1%,-15%,nt,12,-5,-0.5,0%
Cc1ccc(-c2csc3ncnc(N4CCN(S(=O)(=O)c5cccs5)CC4)c23)cc1,-4%,-14,14%,-12%,-0.1,-3,0,-0.1,-11%
